T cell modulator – T cell immune modulators affecting CD8 T cell-vesicle binding | 2C CD8+ T cell-vesicle binding, flow cytometry; stronger effect = lower value | calls only at 7 µM | 330,000 tested, 0.068% active;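 active = response, share of CD8 T cells binding vesicles, and their 90th percentile fluorescence all below set limits, cut at about 80% in these data, passing the limit was not always enough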
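Material: murine 2C transgenic CD8+ T lymphocytes / Also added: QL9-peptide-loaded Drosophila micro-vesicles bearing Ld, ICAM-1 and B7-1 / Schedule: binding step 1.5 h, 37 °C, antibody labelling 20 min, ice / Signal: flow cytometry, PE anti-B7-1 (FL2) versus Alexa647 anti-CD8 (FL8), PFA-fixed / Evaluation: percent CD8+ FL2 mean versus row control / Benchmarks: naked versus QL9-loaded vesicles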
T cell modulator vesicle-bound % – recorded beside T cell modulator, whose call it bears; double positive events, %; measured here: CD8+ vesicle-bound cell fraction;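 binding gate set so that unloaded-vesicle control wells show 10% double positive cells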
* marks the source's active call; other numbers are inactive results; i = inactive. This is a subset; rates above refer to the full screens.

Each structure is followed by: T cell modulator	T cell modulator vesicle-bound %
1) COC(=O)[C@@]12CCCCN1[C@H](c1ccc(-c3ccc(F)cc3)cc1)[C@H]1C(=O)N(C)C(=O)[C@H]12
    i	25
2) COc1ccc(Br)cc1CN1CCN(c2ncccn2)CC1
    i	53
3) CCOCCCN1C(=O)C(=O)N(CC(=O)N2c3ccccc3NC(=O)CC2C)C1=O (stereo not drawn)
    i	37
4) Cc1cc(SCC(=O)NC2CC2)nc2ccccc12
    i	40
5) O=S(=O)(Nc1cccc(S(=O)(=O)N2CCCCCC2)c1)c1ccc(F)cc1F
    i	43
6) CCOc1ccc(C(=O)N[C@H](C(=O)NNC(=O)c2cccs2)C(C)C)cc1
    i	51
7) Cc1ccc(NC(=O)COC(=O)C2CSC3(C)CCC(=O)N23)c(C)c1 (stereo not drawn)
    i	44
8) COc1ccc2c(c1)c(C(C)=O)c(C)n2-c1ccccc1OC
    i	35
9) O=C(COC(=O)c1ccc2ncsc2c1)NCc1ccccc1Cl
    i	11
10) CCC(C)[C@H](NC(=O)N1CC(=O)Nc2ccccc21)C(=O)N[C@H](Cc1c[nH]c2ccccc12)C(=O)O (stereo partly drawn)
    i	10
11) Cc1ccc(S(=O)(=O)N2CCOCC2)cc1C(=O)Nc1nc(-c2ccccn2)cs1
    i	48
12) O=C(NCCCN1CCOCC1)C1CCN(S(=O)(=O)c2cccc(C(F)(F)F)c2)CC1
    i	52
13) CC(C)n1cnc2c(NCc3ccccc3)cc(N[C@H](C)CO)cc21
    i	28
14) Cc1cc(Br)ccc1NC(=O)CN(C)C(=O)c1ccc2ccccc2n1
    i	37
15) COC(=O)c1ccc(COC(=O)CNC(=O)c2ccc(OC)cc2)cc1
    i	39
16) C[C@@H](CSc1ccc(Br)cc1)CN1CC[C@H](NC(=O)OCc2ccccc2)CCC1=O
    i	43
17) COC(=O)Oc1ccc(/C=N/NC(=O)CN(c2ccccc2Br)S(C)(=O)=O)cc1OC
    i	38
18) CCOc1ccc(C(=O)N(CC)CC(=O)Nc2ccc3c(c2)OCCO3)cc1OCC
    i	27
19) COc1ccc(CNC(=O)CN2C(=O)NC3(CCCCCCC3)C2=O)cc1
    i	10
20) CCCN(CC(=O)Nc1cc(Cl)ccc1Cl)C(=O)c1ccc2n[nH]nc2c1
    i	30
21) COc1ccc(S(=O)(=O)Nc2cccc3ccc(O)cc23)cc1
    i	28
22) O=C(NCc1cccs1)c1cc(S(=O)(=O)N2CCOCC2)ccc1N1CCCC1
    i	5
23) COc1cc(-c2nnc(COC(=O)c3ccc(C)o3)o2)cc(OC)c1OC
    i	40
24) Cc1c(C2(O)CCCCC2)[nH]c2cc(C(F)(F)F)ccc12
    i	12
25) CCC(c1nnc(SCC(=O)Nc2cc(C)on2)o1)N(C)C (stereo not drawn)
    i	33
26) CCOc1ccc(C(=O)CCC(=O)NNC(=O)CCN2CCN(c3ccccc3)CC2)cc1
    i	36
27) O=C(Cc1ccccc1)NCC(=O)N1CCN(Cc2cccc(Cl)c2)CC1
    i	20
28) O=S(=O)(NC1CCN(S(=O)(=O)c2ccc3c(c2)OCCO3)C1)c1c(F)cccc1F (stereo not drawn)
    i	15
29) O=C(COC(=O)c1cccs1)Nc1ccc(F)c(F)c1
    i	31
30) O=C(COC(=O)c1cc(Cl)ccc1O)NNC(=O)c1ccccc1F
    i	30
31) O=C(COc1ccc(-c2nnco2)cc1)Nc1ccc(F)c(Cl)c1
    i	29
32) Cc1nn(C2CCS(=O)(=O)C2)c(C)c1CN(C)C(=O)c1ccccc1 (stereo not drawn)
    i	45
33) O=C(COC(=O)c1ccccc1Br)NCC1CCCO1 (stereo not drawn)
    i	44
34) CCN1CCN(C(=O)c2cc(-c3ccco3)nc3ccccc23)CC1
    i	42
35) CCN(C[C@H]1N[C@@](C)(C(=O)OC)[C@H]2C(=O)N(C)C(=O)[C@@H]12)S(=O)(=O)c1ccc(C(F)(F)F)cc1
    i	0
36) COc1ccc(CC(=O)NNC(=O)COc2ccc(F)cc2)cc1S(=O)(=O)N1CCOCC1
    i	45
37) COc1cc(OC)cc(-c2c(C#Cc3ccsc3)c3cc(-c4ccc(CN5CCOCC5)cc4)ccc3n2C)c1
    i	30
38) Cc1cc(C)c(C2=CC(=O)C[C@H](c3ccc4c(c3)OCO4)C2)c(C)c1
    i	24
39) O=C(COc1ccccc1[N+](=O)[O-])Nc1cccc(S(=O)(=O)N2CCCC2)c1
    i	10
40) O=C(CN1C(=O)CCOc2ccccc21)Nc1ccc(Cl)c(S(=O)(=O)N2CCOCC2)c1
    i	33
41) COc1ccccc1-c1nnc(SCC(=O)NNC(=O)c2ccccc2F)n1C
    i	29
42) CC(=O)c1cccc([N+](=O)[O-])c1
    i	19
43) CCN(C(=O)COC(=O)CNC(=O)c1ccc(Cl)cc1Cl)c1c(N)n(Cc2ccccc2)c(=O)[nH]c1=O
    i	34
44) C[C@H](CO)N1C[C@H](C)[C@@H](CN(C)S(=O)(=O)c2ccccc2)Oc2ccc(NC(=O)c3ccncc3)cc2C1=O
    i	5
45) O=C(Cn1ncc(Cl)c(Cl)c1=O)NC(=O)NC1CCCCC1
    i	14
46) CC(=O)NC(CC(=O)OCC(=O)N1CCN(S(=O)(=O)c2ccc(C)cc2C)CC1)c1ccccc1 (stereo not drawn)
    i	28
47) Cn1c(N)c(C(=O)COC(=O)Cc2cccs2)c(=O)n(C)c1=O
    i	53
48) O=C(CN1CCN(S(=O)(=O)c2ccccc2)CC1)N1CCc2ccccc21
    i	16
49) CC1(C)C[C@H]2C3=CCC4[C@@]5(C)CC[C@H](O)C(C)(C)C5CC[C@@]4(C)[C@]3(C)[C@@H](O)[C@@H](O)[C@@]2(CO)[C@@H](O)[C@@H]1O (stereo partly drawn)
    i	31
50) CC1CC(C)CN(C(=O)C(C)N2CCN(S(=O)(=O)c3ccccc3F)CC2)C1 (stereo not drawn)
    i	22
51) CC(C)Oc1ccc(S(=O)(=O)N2CCOCC2)cc1NC(=O)CC1CCCC1
    i	45
52) Cc1ccnc2nc(C(=O)OCC(=O)NC3CCCC(C)C3C)nn12 (stereo not drawn)
    i	51
53) CC(=O)Nc1ccc(SC[C@H](Cc2ccccc2)N2CC[C@@H](C(C)(C)C)CCC2=O)cc1
    i	17
54) CC1CCCC(NC(=O)COC(=O)c2cccnc2Cl)C1C (stereo not drawn)
    i	48
55) C[C@H](CO)N1C[C@H](C)[C@@H](CN(C)S(=O)(=O)c2cccs2)Oc2c(NC(=O)C3CCCCC3)cccc2C1=O
    i	10
56) COC(=O)C[C@H]1c2ccccc2S(=O)(=O)N1C(C)C
    i	5
57) Cc1ccc(NC(=O)COc2cccc3c2OC(C)(C)C3)c(O)c1
    i	37
58) O=C(NC(=S)N1CCOCC1)c1cn(-c2ccccc2)nc1-c1ccc(F)cc1
    i	37
59) O=C(c1cc(-c2ccc(F)cc2)nc2ccccc12)N1CCC1
    i	26
60) CCOc1ccc(NC(=O)[C@@H]2CCCN2C(=O)c2cccs2)cc1S(=O)(=O)N1CCOCC1
    i	46

(cont.)
Each structure is followed by: T cell modulator	T cell modulator vesicle-bound %
61) COc1cc(OC)cc(-c2c(-c3cccs3)c3cc(-c4ccc(CN5CCOCC5)cc4)ccc3n2C)c1
    i	14
62) Cc1ccccc1NC(=O)c1cccc(NC(=O)c2ccccc2C(=O)O)c1
    i	33
63) Cc1cc(OC(=O)c2c(C)cc(OC(=O)c3c(C)cc(O)cc3O)cc2O)cc(O)c1C(=O)O
    i	48
64) O=C(OCCc1cc2ccccc2c(=O)o1)c1cccc(Br)c1
    i	29
65) Cc1ccc(S(=O)(=O)N2CCCCC2)cc1NC(=O)CNC(C)c1ccc(Cl)c(Cl)c1 (stereo not drawn)
    i	37
66) Cc1cc(/C=N/n2cnnc2)c(C)n1-c1ccc2ncccc2c1
    i	24
67) COc1ccc(S(=O)(=O)N(C)C[C@H]2Oc3ccc(NS(=O)(=O)c4c(C)noc4C)cc3C(=O)N([C@H](C)CO)C[C@@H]2C)cc1
    i	12
68) Cc1ccc(CNC(=O)COC(=O)CN2C(=O)C3CC=CCC3C2=O)cc1 (stereo not drawn)
    i	40
69) COc1ccccc1C(=O)Nc1ccc(Nc2ccccc2)cc1
    i	37
70) COCCN(CC(=O)Nc1cccc(C)c1C)C(=O)c1cc(S(=O)(=O)N2CCCC2)ccc1C
    i	28
71) CCOC(=O)Nc1ccc2c(COC(=O)C(NS(=O)(=O)c3ccc(Cl)cc3)C(C)O)cc(=O)oc2c1 (stereo not drawn)
    i	42
72) Cc1cc(C(=O)OCC(=O)N2CC(C)OC(C)C2)c(C)n1-c1ccccc1 (stereo not drawn)
    i	31
73) O=C(OCC#CCSc1nnc(-c2cccc3ccccc23)o1)c1cccc2[nH]ccc12
    i	23
74) COc1ccc(CNC(=O)COC(=O)c2c(NC(C)=O)sc(C)c2C)cc1
    i	44
75) O=C(O)c1ccccc1C(=O)OCc1c(-c2ccccc2)ncc2ccccc12
    i	38
76) COc1cc2cc(CCCOC(=O)CCCC(=O)O)oc(=O)c2cc1OC
    i	40
77) Cc1cc(NS(=O)(=O)c2ccc(NC(=O)c3ccc(F)cc3)cc2)nc(C)n1
    i	38
78) CCN(C(=O)CSc1nccc(=O)[nH]1)C1CCCCC1
    i	5
79) CC(C)C(=O)Nc1ccc(N2CCOCC2)c(S(=O)(=O)Nc2ccccc2Cl)c1
    i	32
80) O=C(CNC(=O)c1ccc(Cl)cc1Cl)OCc1nnc(-c2ccccc2Br)o1
    i	46
81) O=[N+]([O-])/C=C\c1ccc(N2CCOCC2)cc1
    i	42
82) CC(C)c1cc(-c2cc(C(=O)Nc3ccccc3)on2)nc(NC2CCCC2)n1
    i	18
83) O=C(NNC(=O)c1cccc(Cl)c1)NNC(=O)c1cccc(Cl)c1
    i	47
84) CNC(=O)c1[nH]cnc1C(=O)Nc1ccccc1
    i	44
85) COCCn1c(C)cc(C(=O)COC(=O)/C=C/c2ccc(OC)cc2OC)c1C
    i	41
86) Cc1cc(NC(=O)Cn2c(=O)oc3ccccc32)no1
    i	52
87) COc1ccccc1NS(=O)(=O)c1cc(NC(=O)C2CCCO2)ccc1C (stereo not drawn)
    i	42
88) COc1ccc(CN(C)CC(=O)N(C)CC(=O)Nc2ccccc2Br)cc1F
    i	42
89) Cc1ccc(C(=O)N2CCN(S(=O)(=O)c3ccccc3C#N)CC2)cc1S(=O)(=O)N1CCOCC1
    i	46
90) CCOC(=O)c1cnc2nc(SCc3ccccc3Cl)[nH]n2c1=O
    i	55
91) CCOC(=O)C1CCN(C(=O)COC(=O)/C=C/c2ccccc2)CC1
    i	51
92) CCOc1ncccc1C(=O)OCC(=O)NCc1cccs1
    i	44
93) CCCN1CCN(S(=O)(=O)c2ccc3c(c2)CCC(=O)N3)CC1
    i	16
94) Cc1ccc([C@@H]2CC=C(C(=O)O)[C@H](c3ccc(Br)cc3)N2S(=O)(=O)c2ccccc2C)cc1
    i	18
95) COc1ccc(Cl)cc1C(=O)NC(=S)Nc1nc(C)cc(C)n1
    i	55
96) COc1cc2sc(-c3ccc(S(C)(=O)=O)cc3)c(C(=O)NCc3ccc(C)o3)c2cc1OC
    i	17
97) COc1ccccc1CNC(=O)CN(C)CC(=O)Nc1ccccc1Br
    i	45
98) C[C@@H](NC(=O)c1ncn(Cc2ccccc2)c1C(=O)N[C@H](C)c1ccccc1)c1ccccc1
    i	35
99) O=C1C=C(c2cccc(Br)c2)C[C@@H](c2ccc(F)cc2)C1
    i	26
100) Cc1ccc(C)c(S(=O)(=O)N2CCN(C(=O)CCc3c[nH]c4ccccc34)CC2)c1
    i	38

Two compounds drawn at random from those above, as already listed:
Each structure is followed by: T cell modulator	T cell modulator vesicle-bound %
85) COCCn1c(C)cc(C(=O)COC(=O)/C=C/c2ccc(OC)cc2OC)c1C
    i	41
90) CCOC(=O)c1cnc2nc(SCc3ccccc3Cl)[nH]n2c1=O
    i	55

Going on with the list:
Each structure is followed by: T cell modulator	T cell modulator vesicle-bound %
101) C=C(C)COc1ccc2c(C)c(CCC(=O)N3C[C@H]4C[C@@H](C3)c3cccc(=O)n3C4)c(=O)oc2c1
    i	25
102) CC(OC(=O)C1CCN(S(=O)(=O)c2ccc3c(c2)OCCO3)CC1)C(=O)N(C)c1ccccc1 (stereo not drawn)
    i	46
103) CCOc1ccc(NC(=O)COC(=O)Cc2ccsc2)cc1
    i	54
104) O=C(NC1=NCCS1)C1CCN(S(=O)(=O)c2cc([N+](=O)[O-])ccc2Cl)CC1
    i	44
105) CC(C)NC(=O)CSc1ccccc1C(=O)N1CCN(S(=O)(=O)/C=C/c2ccccc2)CC1
    i	39
106) O=C(COC(=O)c1ccccc1Cl)NCc1ccco1
    i	32
107) Cc1noc(C)c1S(=O)(=O)N1CCC(C(=O)O)CC1
    i	28
108) O=C(Nc1cc(Cl)ccc1-n1cncn1)c1cccc(S(=O)(=O)N2CCOCC2)c1
    i	30

For convenience, part of the list above.
Each structure is followed by: T cell modulator	T cell modulator vesicle-bound %
103) CCOc1ccc(NC(=O)COC(=O)Cc2ccsc2)cc1
    i	54
104) O=C(NC1=NCCS1)C1CCN(S(=O)(=O)c2cc([N+](=O)[O-])ccc2Cl)CC1
    i	44
105) CC(C)NC(=O)CSc1ccccc1C(=O)N1CCN(S(=O)(=O)/C=C/c2ccccc2)CC1
    i	39
106) O=C(COC(=O)c1ccccc1Cl)NCc1ccco1
    i	32
107) Cc1noc(C)c1S(=O)(=O)N1CCC(C(=O)O)CC1
    i	28
108) O=C(Nc1cc(Cl)ccc1-n1cncn1)c1cccc(S(=O)(=O)N2CCOCC2)c1
    i	30

Source: PubChem BioAssay
